Assay outcomes: PubChem, several laboratories
aDG glyco up = alpha-DG glycosylation activation; activation, % at 10 µM; hit rate 0.22% among 360,000; Pro5-aDG cells, alpha-DG glycosylation AlphaScreen (IIH6); 0% Pro5, 100% B10-LARGE cell signal;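 active = activation of at least 8% versus controls, or a plate z-score of at least 8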;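 note: Pro5 are CHO cells carrying HIG-tagged alpha-DG that lacks glycosylation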
Glyco luc inh = N-linked glycosylation inhibition. reporter increase, % at 12.5 µM. D54 ERlucT glycosylation luciferase reporter, 24 h; percent of 100 nM tunicamycin response. AID 588692. hit rate 0.23% among 360,000;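 active = mean luciferase reporter signal, scaled so untreated is 0 and the glycosylation-blocking control 100, at or above a set limit in every replicate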;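 note: luciferase carries N-glycosylation sites so blocking glycosylation raises the light; 0% = median of neutral control wells and 100% = median of 100 nM tunicamycin wells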
ABCB6 inh MLPCN = inhibitors of human ABC transporter ABCB6 | Q9NP58 | K562-ABCB6 porphyrin accumulation, flow cytometry, 1 h; active compounds read low | fluorescence ratio to DMSO, % at 10 µM | hit rate 0.19% among 360,000 | AID 602162;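 active = fluorescence ratio to DMSO below 75%, the collection mean minus 3 SD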;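 note: signal is porphyrin accumulated inside mitochondria; 100% equals median channel fluorescence of DMSO control wells; lower ratio means ABCB6 inhibition with less porphyrin fluorescence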
Target sequence (Q9NP58 whole entry, looked up): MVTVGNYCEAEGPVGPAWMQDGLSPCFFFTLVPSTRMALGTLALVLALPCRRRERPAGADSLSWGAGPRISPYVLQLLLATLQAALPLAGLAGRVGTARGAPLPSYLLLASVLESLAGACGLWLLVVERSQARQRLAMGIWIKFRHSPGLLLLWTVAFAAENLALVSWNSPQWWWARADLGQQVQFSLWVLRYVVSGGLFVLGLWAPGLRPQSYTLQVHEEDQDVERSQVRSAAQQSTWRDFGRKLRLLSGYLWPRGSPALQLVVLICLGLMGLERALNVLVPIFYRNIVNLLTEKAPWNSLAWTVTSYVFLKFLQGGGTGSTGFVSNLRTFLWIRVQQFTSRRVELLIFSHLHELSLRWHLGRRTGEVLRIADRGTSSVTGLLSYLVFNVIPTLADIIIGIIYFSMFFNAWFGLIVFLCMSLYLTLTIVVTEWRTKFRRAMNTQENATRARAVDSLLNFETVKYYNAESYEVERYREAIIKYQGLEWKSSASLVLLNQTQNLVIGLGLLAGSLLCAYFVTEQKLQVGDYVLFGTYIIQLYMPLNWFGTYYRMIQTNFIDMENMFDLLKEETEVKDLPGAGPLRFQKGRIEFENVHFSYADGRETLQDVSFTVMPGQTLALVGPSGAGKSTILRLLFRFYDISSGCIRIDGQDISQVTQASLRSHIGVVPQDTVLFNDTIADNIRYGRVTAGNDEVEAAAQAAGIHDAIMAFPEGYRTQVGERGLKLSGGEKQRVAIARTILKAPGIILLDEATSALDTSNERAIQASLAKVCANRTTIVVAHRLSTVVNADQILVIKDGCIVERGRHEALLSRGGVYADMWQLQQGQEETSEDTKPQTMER
PDI inh = PDI (human) enzyme inhibition | AID 588391 | PDI insulin aggregation turbidity, A650, 90 min | inhibition, % at 10 µM | P07237 | hit rate 0.052% among 350,000;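 active = mean inhibition across replicates of 30% or more, whatever share of single replicates reach that level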;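 note: absorbance from insulin aggregation driven by PDI reduction with DTT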
Cardio protect = myocardial damage modulation in H9c2 cells. H9c2 cardiomyocytes, H2O2 injury protection, ATPLite, 2 h. protection from H2O2 cell death, % at 20 µM. hit rate 0.63% among 360,000;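 active = compounds giving at least 50% protection of heart cells from peroxide-induced death in the single-dose screen, raw or plate-pattern-corrected value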;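 note: 0% = DMSO wells with peroxide and 100% = DMSO wells without peroxide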
CaV13 ICDI inh = Disruptors of the CACNA1D IQ motif to Ca2+-dependent inactivation inhibitor domain association, primary screening, Förster resonance energy transfer in intact living …. HEK cells, CFP/YFP FRET ICDI-IQ, plate reader, 10 min; percent FRET-ratio fall versus neutral wells. inhibition, % at 12.3 µM. hit rate 0.098% among 340,000;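 active = mean replicate inhibition of at least 30% and at least 1% of replicates passing that level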;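 note: 0% = median of the neutral control wells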
Granule exo inh = lytic granule exocytosis inhibition. TALL-104 LAMP-1 surface exposure, flow cytometry; cells stimulated with thapsigargin and PMA. inhibition, % at 10 µM. hit rate 0.66% among 360,000. AID 651702;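 active = inhibition above about 55%, limit read from the data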
hiPSC survival = hiPSC single-cell survival enhancement; AID 602274; ATPlite luminescence; 100% = ROCK inhibitor wells, 0% = DMSO; hit rate 0.044% among 360,000; survival enhancement, % at 20 µM; in the data active = survival enhancement above about 18%;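 note: cells exposed to compounds for 16 hours before the ATP read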
Vif inh = inhibitors of HIV Vif; HEK293T cells, Vif self-association by quenched fluorescence, imaging, 24 h; inhibition, % at 7.49 µM; hit rate 0.35% among 340,000; AID 602346; in the data active = inhibition above about 50%, passing the limit was not always enough; note: some results filed as inactive read as strong as hits
m5-HT2A agonist = mouse HTR2A agonism via beta-arrestin recruitment | CHO-K1 mHTR2A beta-arrestin complementation, luminescence; percent of 30 µM serotonin response | activation, % at 7.6 µM | hit rate 0.66% among 360,000 | AID 624169;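 active = activation above a run cutoff, the mean activation of all tested compounds plus 3 SD, cut at about 14% in these data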;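 note: 0% = plate median of compound wells and 100% = 30 µM serotonin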
* hit, by the source's call; . = no result given. No enrichment for hits; any-hit rate near 3.1%.

SMILES	aDG glyco up	Glyco luc inh	ABCB6 inh MLPCN	PDI inh	Cardio protect	CaV13 ICDI inh	Granule exo inh	hiPSC survival	Vif inh	m5-HT2A agonist
COCCNC(=O)c1cccc(OC2CCN(Cc3ccc(F)c(OC)c3)CC2)c1	0.0	-1.5	98.0	0.4	-3.8	-5.8	2.9	-0.8	1.0	-1.9
CC(=O)Nc1cccc(OCCCNS(=O)(=O)c2ccc(C#N)cc2)c1	-0.2	1.3	94.0	12.3	-5.2	.	-1.4	-0.4	-5.3	2.2
Cc1ccc2nc(SCC(=O)Nc3ccccc3F)nc(=O)n2c1	-0.1	0.4	98.0	-0.1	0.6	-6.3	-7.6	-0.6	9.1	2.9
O=C1NC(=O)/C(=C\c2ccc(Cl)cc2Cl)N1	0.2	1.3	94.0	-0.4	-4.5	-5.3	-0.3	-0.6	-4.6	-0.1
Cc1ccc(NC(=O)c2cc(S(=O)(=O)N3CCCCC3)ccc2N2CCOCC2)cc1F	0.0	-7.6	96.0	2.6	-15.0	.	-0.8	2.2	-5.2	-4.1
CCOC(=O)CNC(=O)Cn1cnc2c(nnn2-c2cccc(OC)c2)c1=O	0.0	1.4	98.0	-1.3	-2.4	-4.4	2.2	-0.4	-15.5	1.7
COc1cc(OC)c(S(=O)(=O)Nc2ccccc2N2CCCCC2)cc1NC(C)=O	0.0	0.7	104.0	-1.9	-3.2	3.1	-4.4	-0.7	7.7	1.0
CCCNCc1cc(OC)c(OCCC)cc1Cl	0.0	-7.1	104.0	14.8	3.5	-3.7	-0.1	-0.2	-5.7	4.1
O=[N+]([O-])c1ccc(C[n+]2cccc3ccc4cccnc4c32)cc1	1.5	-2.7	104.0	-5.7	3.1	-7.7	-0.9	0.3	2.0	2.6
COc1ccc(-c2oc3c(OC)c(OC)c(OC)c(O)c3c(=O)c2OC)cc1OC	0.1	-10.5	95.0	.	72.0*	.	-2.0	-1.2	-15.8	2.6
COc1ccc(CCNC(=O)COc2ccc([N+](=O)[O-])cc2)cc1	-0.4	-1.6	99.0	6.1	-1.6	-7.2	-1.9	-0.4	11.8	1.2
COC(C[C@@H](O)CC(=O)[C@H](C)OCc1ccccc1)OC	0.1	1.7	105.0	3.2	3.9	-6.4	1.3	7.2	-2.1	3.5
Cc1ccc(C(=O)NC2CC(C)(C)NC(C)(C)C2)c(C)c1	0.1	2.0	124.0	7.8	9.4	-5.0	-1.3	3.3	3.6	3.4
Cc1cc(C(=O)O)ccc1-n1c(C)cc(C=C2C(=O)c3ccccc3C2=O)c1C	0.2	1.5	98.0	1.1	6.9	-7.2	2.0	0.4	-10.5	-1.8
CN(CCC#N)C(=O)COC(=O)c1ccc2c(=O)n3c(nc2c1)CCC3	0.0	0.0	101.0	-0.7	2.9	5.5	0.0	-2.2	7.4	3.5
Cc1cnc(CNC(=O)c2ccc(OC3CCN(C(=O)C4CC4)CC3)cc2)cn1	-0.1	-1.4	96.0	-0.9	-1.4	-4.1	1.1	-0.7	1.9	6.8
CCCc1nnc(NC(=O)CCC(=O)Nc2ccc(Br)cc2)s1	-0.5	3.3	90.0	-7.4	-6.2	-7.3	-8.5	-0.4	4.2	2.1
CN(CC(=O)NC(=O)NC1CCCCC1)CC(=O)Nc1ccc(OC(F)(F)F)cc1	0.4	1.2	99.0	4.2	-13.2	-2.5	-2.3	-0.4	0.6	-3.7
COC(C(=O)Nc1ccnn1C1CCN(Cc2ccc(C)o2)CC1)c1ccccc1 (configuration not stated)	0.2	1.1	87.0	4.2	4.6	-2.4	0.8	-0.3	0.5	1.9
CCOC(=O)C1(Cc2cccc(OC)c2)CCN(Cc2cccc(O)c2)CC1	0.6	-3.0	90.0	11.8	2.2	-5.9	-0.6	0.3	-21.8	-0.8
Cc1ccc2c(c1)NC(=O)C(CC(=O)NCCCN1CCN(c3cc(Cl)ccc3C)CC1)O2 (configuration not stated)	14.0*	-2.9	93.0	.	5.4	-1.9	14.8	3.9	6.7	-5.2
CCOc1c(/C=C(\C#N)C(N)=O)c2ccccc2n1CC	-0.1	-0.4	94.0	-11.0	0.8	-4.1	-1.6	-0.2	0.8	9.6
O=C(NCc1ccccc1)c1ccc(Cn2cc(C(F)(F)F)ccc2=O)cc1	0.1	2.5	105.0	6.4	-5.6	-3.3	-0.2	-0.1	11.9	-1.2
Cc1ccccc1N1CC(C(=O)N2CC(C)CC(C)C2)CC1=O (configuration not stated)	-0.1	2.3	103.0	3.4	0.6	-5.4	-5.0	-0.2	1.2	9.7

A draw from above in order of molar mass, highest first.
SMILES	aDG glyco up	Glyco luc inh	ABCB6 inh MLPCN	PDI inh	Cardio protect	CaV13 ICDI inh	Granule exo inh	hiPSC survival	Vif inh	m5-HT2A agonist
CN(CC(=O)NC(=O)NC1CCCCC1)CC(=O)Nc1ccc(OC(F)(F)F)cc1	0.4	1.2	99.0	4.2	-13.2	-2.5	-2.3	-0.4	0.6	-3.7
COC(C(=O)Nc1ccnn1C1CCN(Cc2ccc(C)o2)CC1)c1ccccc1 (configuration not stated)	0.2	1.1	87.0	4.2	4.6	-2.4	0.8	-0.3	0.5	1.9
Cc1ccccc1N1CC(C(=O)N2CC(C)CC(C)C2)CC1=O (configuration not stated)	-0.1	2.3	103.0	3.4	0.6	-5.4	-5.0	-0.2	1.2	9.7

More results:
SMILES	aDG glyco up	Glyco luc inh	ABCB6 inh MLPCN	PDI inh	Cardio protect	CaV13 ICDI inh	Granule exo inh	hiPSC survival	Vif inh	m5-HT2A agonist
O=C(O)C1=C[C@@H](c2csc3ccccc23)C[C@@H](OCCCCO)O1	0.1	2.3	98.0	18.1	-1.1	-10.5	-6.7	-1.0	-1.3	3.4
CCC1Cc2[nH]c(=S)[nH]c(=O)c2C(c2ccc(Cl)cc2)O1 (configuration not stated)	-0.3	-1.6	100.0	.	6.7	-5.5	-5.0	-0.1	4.5	4.3
CCC/C(=N/NC(=O)c1ccc2c(c1)OCO2)c1cccs1	0.1	0.2	101.0	5.8	0.3	-4.6	-1.1	-0.2	6.3	1.0
CCc1cc(OCCCCNCc2ccccc2)ccc1Cl	0.4	-0.6	98.0	54.2*	-0.3	-5.0	3.3	-1.9	-2.7	-5.5
CC1CCCC(C)N1CC(O)COCc1ccccc1 (configuration not stated)	-0.1	1.8	99.0	2.5	3.4	-4.8	4.5	-0.6	-3.3	-0.7
Cc1ccc(-n2nc(C)c(NC(=O)COC(=O)c3ccccc3NCCO)c2C)cc1	-0.1	0.0	101.0	4.0	1.5	-6.0	5.7	2.6	2.7	-4.3
CCCCCn1c(S(=O)(=O)O)nc2ccccc21	2.3	1.2	103.0	-0.1	4.8	-5.2	1.3	0.7	13.8	2.5
CC(NC(=O)CN(C)CC(=O)Nc1ccc(Cl)c(C(F)(F)F)c1)c1ccccc1 (configuration not stated)	0.2	-1.1	96.0	-3.6	-19.8	-6.1	3.5	-0.3	-1.0	-5.8
O=c1/c(=C\c2cc([N+](=O)[O-])cc([N+](=O)[O-])c2O)sc2nc3ccccc3n12	1.0	1.8	142.0	-3.2	5.0	.	-2.8	-0.3	8.1	6.3
Cc1ccc(C(=O)OCCn2cc(C#N)c(=O)[nH]c2=O)cc1	0.0	0.5	92.0	-0.1	-1.2	-6.7	-1.8	-1.2	2.4	0.1
OC1(c2cccs2)CN(c2ccc(Cl)cc2)C2=[N+]1CCCS2 (configuration not stated)	-0.1	1.7	97.0	10.9	2.4	1.6	-2.0	-0.6	-3.5	8.8
COCCn1c(C)cc(C(=O)COC(=O)CCc2ccc(S(=O)(=O)N3CCOCC3)cc2)c1C	-0.3	0.7	97.0	-0.8	-1.2	-4.0	-0.3	0.8	-10.2	-2.1
O=C(CN1CCCCC1)NC(=O)NC1CCCC1	-0.1	-1.8	95.0	1.4	7.0	-4.9	-4.0	1.1	4.2	-1.3
CCN(CC)S(=O)(=O)c1cccc(NC(=O)C2CC(=O)N(c3ccc4c(c3)OCCO4)C2)c1 (configuration not stated)	-0.2	-0.4	96.0	3.9	-3.9	-6.2	-0.5	-0.2	.	-0.2
COc1ccccc1NS(=O)(=O)c1cccc(NC(=O)c2nn(C)c(=O)c3ccccc23)c1	0.5	5.4	94.0	4.7	8.4	-5.0	-3.6	0.1	3.3	6.5
CCNC(=S)NNC(=O)Cc1ccccc1	0.2	0.8	106.0	-5.2	2.8	-5.1	2.1	0.2	15.1	10.9
O=C(O)C(c1ccccc1)C1(O)CCCCC1 (configuration not stated)	0.0	2.0	106.0	-0.1	-1.3	-2.9	-10.1	-0.6	.	3.8
O=c1ccc2cc(S(=O)(=O)N3CCN(c4ccccc4)CC3)ccc2[nH]1	-0.3	2.2	97.0	.	-0.2	-6.0	-2.9	0.8	2.7	-0.9
O=C(CN(Cc1ccccc1)S(=O)(=O)c1ccc2c(c1)OCCO2)N/N=C/c1ccc(F)cc1	0.3	-1.4	105.0	-0.5	-4.5	.	1.0	2.9	-0.5	-6.3
Cc1[nH]n(-c2ccccc2)c(=O)c1N=Nc1ccccc1	-0.4	-4.0	94.0	1.1	1.0	-4.7	8.5	0.0	-2.6	1.0
CCC1(CC)Cc2ccccc2C(=C(C#N)C#N)N1	1.8	-1.1	95.0	0.6	7.8	-4.0	1.8	-1.8	-8.4	0.3
CCOC(=O)c1[nH]cnc1C(=O)Nc1cccc(OC)c1	0.1	3.0	91.0	-3.7	6.9	-5.3	-5.3	-0.1	-1.1	-0.6
CCc1ccc(NC(=O)NCCCN2CCCC2=O)cc1	0.3	-0.1	86.0	2.4	-3.3	-4.4	-3.0	0.4	-6.3	-2.1
CN(C)c1cccc(C(=O)n2cc(C(=O)c3cc(F)ccc3O)cn2)c1	-0.4	-4.1	104.0	-5.0	17.9	-4.1	-0.7	-1.1	1.1	0.9
CCC(C)N=C1CC(C)(C)CC(=O)/C1=C(/O)Cc1ccccc1 (configuration not stated)	0.0	1.5	100.0	-4.8	9.7	-13.3	7.6	3.0	-6.8	3.0
C[C@H](CO)N1C[C@H](C)[C@@H](CN(C)Cc2ccc(-c3ccccc3)cc2)Oc2ccc(NC(=O)Cn3cnnn3)cc2C1=O	-0.3	1.5	100.0	2.0	23.3	-3.1	-2.2	2.0	.	1.9
CCN(CC(=O)NC(=O)NCc1ccco1)Cc1nc2ccccc2c(=O)[nH]1	0.1	1.2	92.0	7.4	12.7	.	-0.1	3.6	-16.8	0.9
CCN1CCN(C(=O)c2ccc(Cl)c(S(=O)(=O)N(C)c3ccccc3)c2)CC1	0.0	-0.1	95.0	-10.4	8.1	-5.0	1.4	-0.5	4.2	0.2
COc1ccc(OCc2cc(C(=O)NC3CCOCC3)no2)c2ccccc12	0.2	1.1	106.0	4.4	-16.7	-6.9	3.0	0.1	4.1	2.3
COc1cccc(CNC(=O)CCc2nnc3ccc(NCCCN4CCCC4=O)nn23)c1	0.8	1.4	99.0	5.0	-1.2	-3.7	-2.0	0.0	-6.1	-0.7
O=C1N(Cc2cccnc2)C[C@@H]2C[C@@H](c3cccc(Oc4ccccc4)c3)N3CCC[C@@]123	0.1	-1.0	103.0	14.9	-2.2	-5.0	36.4	-0.8	.	-4.5
CCOC(=O)c1c(C)[nH]c(C(=O)OCC(=O)N2c3ccccc3CC2C)c1C (configuration not stated)	3.2	-0.5	103.0	-5.6	13.1	-4.6	2.4	-0.8	-4.6	4.5
